IDH1 R132H inh: blocks human IDH1 R132H reductase activity; hit rate 0.18% among 70,000; inhibition, % at 10 µM; AID 624101; O75874; diaphorase/resazurin fluorescence, 60 min; in the data active = inhibition above about 34%;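 note: 0% = DMSO and 100% = no enzyme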
EZH2 inh: inhibitors of human EZH2/PRC2 methyltransferase. PRC2 H3K27 methylation, DELFIA TRF, 1 h. hit rate 0.35% among 57,000. inhibition, % at 12.5 µM;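 active = mean inhibition of replicates at least 50% and every single replicate also reaching 50%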;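 note: dimethyl H3K27 on biotinylated H3 21-44 peptide detected by antibody; plate controls were median neutral control wells for no effect and median positive control wells for full effect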
Target sequence (Q15910 whole entry, looked up): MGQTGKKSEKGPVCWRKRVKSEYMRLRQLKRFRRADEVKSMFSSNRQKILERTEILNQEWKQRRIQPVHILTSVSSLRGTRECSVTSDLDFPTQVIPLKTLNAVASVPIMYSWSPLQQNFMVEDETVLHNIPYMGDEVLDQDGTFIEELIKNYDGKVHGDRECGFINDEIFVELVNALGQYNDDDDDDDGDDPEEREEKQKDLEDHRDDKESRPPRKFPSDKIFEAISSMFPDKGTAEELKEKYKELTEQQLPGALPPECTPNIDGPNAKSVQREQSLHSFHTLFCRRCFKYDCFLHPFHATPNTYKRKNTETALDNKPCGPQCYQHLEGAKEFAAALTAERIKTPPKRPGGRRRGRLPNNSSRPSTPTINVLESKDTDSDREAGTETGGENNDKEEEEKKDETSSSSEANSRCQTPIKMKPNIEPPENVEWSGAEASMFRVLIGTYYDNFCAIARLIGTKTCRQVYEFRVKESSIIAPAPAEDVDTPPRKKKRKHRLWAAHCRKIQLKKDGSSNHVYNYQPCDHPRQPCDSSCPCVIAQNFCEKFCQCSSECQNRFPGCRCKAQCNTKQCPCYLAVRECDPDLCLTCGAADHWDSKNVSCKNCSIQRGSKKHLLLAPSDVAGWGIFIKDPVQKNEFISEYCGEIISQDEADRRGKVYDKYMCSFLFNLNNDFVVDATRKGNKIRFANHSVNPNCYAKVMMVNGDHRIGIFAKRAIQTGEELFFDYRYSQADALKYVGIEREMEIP
An asterisk follows results filed as active; . = not tested or not shown. Not all compounds are listed, so the mix of outcomes need not match the whole.

SMILES | IDH1 R132H inh | EZH2 inh
O=C(C[C@H]1C[C@@H]2c3cc(NC(=O)Cc4ccncc4)ccc3O[C@@H]2[C@H](CO)O1)NCc1cccnc1 | -0.4 | 11
CCN(C)C[C@@H]1Oc2cc(C#CCC3CCCC3)ccc2S(=O)(=O)N([C@@H](C)CO)C[C@H]1C | 0.3 | -25
C[C@H](CO)N1C[C@H](C)[C@@H](CN(C)S(=O)(=O)c2cccc(F)c2)Oc2cc(C#CCN(C)C)ccc2S1(=O)=O | -1.0 | -18
C[C@@H]1CN([C@@H](C)CO)S(=O)(=O)c2ccc(Br)cc2O[C@H]1CN(C)C(=O)Nc1ccc(C(F)(F)F)cc1 | . | -15
Cc1noc(C)c1NC(=O)Nc1ccc2c(c1)C(=O)N([C@H](C)CO)C[C@H](C)[C@H](CN(C)C(=O)C1CCCCC1)OCCCC[C@H](C)O2 | 2.7 | .
COCC(=O)N(C)C[C@H]1Oc2ncc(-c3ccccc3C)cc2C(=O)N([C@@H](C)CO)C[C@H]1C | -3.6 | 1
COCC(=O)N1C[C@H](C)[C@H](OC)CN(C)C(=O)c2cc(NS(C)(=O)=O)ccc2OC[C@@H]1C | 0.0 | 8
COc1ccc2sc(SCc3nc(N)nc(Nc4cccc(C)c4C)n3)nc2c1 | 0.3 | 11
Cc1ccc(OCC(=O)NCCN2CCOCC2)c(Br)c1 | -0.5 | -22
C[C@H]1CN([C@@H](C)CO)S(=O)(=O)c2ccc(-c3ccc(F)cc3)cc2O[C@H]1CN(C)C(=O)C1CCCCC1 | 0.2 | .
CC1(C)[C@H](O)CC[C@@]2(C)[C@@H]3CC[C@](C)(C(O)CO)CC3=CC[C@H]12 (stereo not given in full) | 0.2 | .
COCC(=O)Nc1ccc2c(c1)OC[C@@H](C)N(C(=O)Cc1ccccn1)C[C@@H](C)[C@@H](OC)CN(C)C2=O | -0.2 | -7
C[C@@H]1CN([C@H](C)CO)C(=O)c2cccc(NC(=O)c3ccc(-c4nccs4)cc3)c2O[C@H]1CN(C)C | -6.9 | .
Cn1c(SCC(=O)Nc2ccc3ccccc3c2)nnc1-c1cc2ccccc2o1 | 0.3 | 7
C[C@@H]1CN([C@@H](C)CO)C(=O)c2cc(C3=CCCCC3)cnc2O[C@@H]1CN(C)C(=O)Nc1ccc(F)cc1 | -4.8 | .
CO[C@H]1CN(C)C(=O)c2cc(NC(=O)C3CCCCC3)ccc2OC[C@@H](C)N(C)C[C@@H]1C | 0.3 | -3
COC(=O)c1cc(-c2ccccc2)sc1NC(=S)NCc1ccccn1 | 4.8 | .
C[C@@H]1CN([C@H](C)CO)C(=O)c2c(c3ccccc3n2C)-c2ccccc2CO[C@@H]1CN(C)S(C)(=O)=O | 0.2 | 8
C[C@@H]1CCCCO[C@@H](CN(C)C(=O)Nc2cccc3ccccc23)[C@H](C)CN([C@H](C)CO)C(=O)c2cc(NC(=O)NC3CCCCC3)ccc2O1 | 1.8 | .
CC(C)(C)OC(=O)CC[C@]12N=C(c3ccc(OCCCO)cc3)O[C@H]1c1ccccc1CN(CCS(=O)(=O)c1ccccc1)C2=O | . | 21

Filtered by structure, the entries above containing two or more sulfur atoms.
SMILES | IDH1 R132H inh | EZH2 inh
C[C@H](CO)N1C[C@H](C)[C@@H](CN(C)S(=O)(=O)c2cccc(F)c2)Oc2cc(C#CCN(C)C)ccc2S1(=O)=O | -1.0 | -18
COc1ccc2sc(SCc3nc(N)nc(Nc4cccc(C)c4C)n3)nc2c1 | 0.3 | 11
COC(=O)c1cc(-c2ccccc2)sc1NC(=S)NCc1ccccn1 | 4.8 | .

Further records.
SMILES | IDH1 R132H inh | EZH2 inh
CN(C)C(=O)C[C@H]1C[C@@H]2c3cc(NS(=O)(=O)c4ccccc4)ccc3O[C@@H]2[C@@H](CO)O1 | -0.1 | 14
CN(C)CCCOc1ccc(/C=N/NC(=O)c2ccccc2O)cc1 | . | 3
C[C@H](CO)N1C[C@H](C)[C@@H](CN(C)Cc2ccc(Cl)c(Cl)c2)Oc2ccc(NS(=O)(=O)c3ccccc3)cc2C1=O | 0.6 | .
C[C@H](CO)N1C[C@H](C)[C@@H](CN(C)Cc2ccc(C(=O)O)cc2)Oc2ncc(-c3ccccc3)cc2C1=O | 0.0 | .
CC(C)NC(=O)N(C)C[C@H]1Oc2ccc(NC(=O)Nc3ccc(C(F)(F)F)cc3)cc2C(=O)N([C@H](C)CO)C[C@@H]1C | . | -1
COc1ccc(CNC(=O)C[C@H]2C=C[C@H](NC(=O)c3cccc(F)c3)[C@@H](CO)O2)cc1 | 0.3 | -6
COC(=O)c1cc(NC(=O)CC2Sc3ccccc3NC2=O)cc(C(=O)OC)c1 (stereo not given) | 0.0 | -13
O=C(CCN1CCCCC1)N[C@@H]1CC[C@@H](CCNC(=O)c2cc(Cl)cc(Cl)c2)O[C@H]1CO | 0.0 | -15
C[C@H](CO)N1C[C@H](C)[C@@H](CN(C)Cc2ccc(-c3ccccc3)cc2)Oc2ccc(NC(=O)C3CCCCC3)cc2CC1=O | -7.2 | .
C[C@@H]1CN([C@H](C)CO)C(=O)c2cc(NC(=O)CCC(F)(F)F)ccc2O[C@@H](C)CCCCO[C@@H]1CN(C)C | -1.9 | 7
Cc1noc(C)c1NC(=O)N(C)C[C@@H]1Oc2ccc(NC(=O)Nc3cccc4ccccc34)cc2CC(=O)N([C@@H](C)CO)C[C@@H]1C | 0.0 | .
O=C(Cc1ccncc1)NCC[C@H]1CC[C@@H](NS(=O)(=O)c2ccccc2Cl)[C@@H](CO)O1 | 0.0 | -4
COc1cccc(C(=O)COc2ccc(NC(=O)c3ccc(Cl)c(Cl)c3)cc2)c1 | -0.1 | 25
CC(C)NC(=O)N(C)C[C@@H]1Oc2cc(-c3cccnc3)ccc2S(=O)(=O)N([C@@H](C)CO)C[C@@H]1C | 0.2 | .
C/C=C/c1ccc2c(c1)O[C@H](CN(C)C(=O)Nc1cccc(F)c1)[C@@H](C)CN([C@@H](C)CO)S2(=O)=O | -0.2 | -9
CO[C@@H]1CN(C)C(=O)c2cc(NC(=O)c3ccc4c(c3)OCO4)ccc2OC[C@@H](C)N(CC2CC2)C[C@@H]1C | 0.1 | -1
CO[C@H]1CN(C)C(=O)c2cc(NC(=O)Nc3cc(F)ccc3F)ccc2OC[C@@H](C)NC[C@H]1C | -0.2 | -2
C[C@@H]1CN([C@H](C)CO)C(=O)Cc2cc(N(C)C)ccc2O[C@H]1CN(C)S(=O)(=O)c1cccs1 | -2.8 | -6
CC(C)NC(=O)N(C)C[C@H]1OCCCC[C@@H](C)Oc2ccc(NC(=O)Nc3cccc4ccccc34)cc2C(=O)N([C@@H](C)CO)C[C@H]1C | 0.3 | .
O=C(C[C@@H]1CC[C@H](NC(=O)c2cccnc2)[C@H](CO)O1)NCc1ccc(Cl)c(Cl)c1 | 0.0 | 15
C=CC[C@]1(C(=O)NCc2ccccc2)N=C(c2ccc(OCCCO)cc2)O[C@H]1c1ccccc1 | 0.0 | 29
COc1ccc(NC(=O)N(C)C[C@@H]2OCCCC[C@H](C)Oc3ccc(NS(=O)(=O)c4ccccc4)cc3C(=O)N([C@@H](C)CO)C[C@@H]2C)cc1 | -4.2 | .
O=C(NCc1ccccn1)c1cc2cc(Br)ccc2oc1=O | -0.3 | .
CCCC(=O)Nc1ccc2c(c1)C(=O)N(C)C[C@H](OC)[C@@H](C)CN(Cc1ccccn1)[C@@H](C)CO2 | 0.0 | -7
CCCc1cc(=O)[nH]c(SCC(=O)Nc2ccc(Cl)c(Cl)c2)n1 | 0.2 | 10
CCN(CC)c1nc(Oc2ccc(=O)[nH]n2)nc(N2CCOCC2)n1 | -0.1 | 13
C[C@@H]1CCCCO[C@H](CN(C)C(=O)Nc2ccc(C(F)(F)F)cc2)[C@H](C)CN([C@@H](C)CO)C(=O)c2cc(NS(=O)(=O)c3ccc(F)cc3)ccc2O1 | -0.8 | .
COCCCNC(=O)[C@@]1(Cc2ccccc2)N=C(c2ccc(OCCCO)cc2)O[C@H]1c1ccccc1 | . | 2
C[C@@H]1CN([C@@H](C)CO)C(=O)CCCn2cc(nn2)CO[C@@H]1CN(C)C(=O)c1ccccc1 | -1.0 | 2
CCC(Sc1nc2ccccc2s1)C(=O)Nc1ccc(Br)cc1 (stereo not given) | 0.0 | 30
CC(C)NC(=O)Nc1ccc2c(c1)C(=O)N([C@H](C)CO)C[C@@H](C)[C@H](CN(C)C)OCCCC[C@@H](C)O2 | 2.9 | -2
CO[C@@H]1CN(C)C(=O)c2cc(NS(=O)(=O)CC(F)(F)F)ccc2OC[C@H](C)N(Cc2nccs2)C[C@H]1C | -0.1 | 4
CCCN(C)C[C@@H]1OCCCC[C@@H](C)Oc2ccc(NS(=O)(=O)c3ccc(Cl)cc3)cc2C(=O)N([C@@H](C)CO)C[C@@H]1C | . | -1
CC(C)NC(=O)Nc1ccc2c(c1)C(=O)N([C@@H](C)CO)C[C@H](C)[C@H](CN(C)Cc1ccccc1)OCCCC[C@@H](C)O2 | 0.7 | 4
C[C@H]1CCCCO[C@@H](CN(C)C(=O)c2ccncc2)[C@@H](C)CN([C@@H](C)CO)C(=O)c2cc(NC(=O)NC3CCCCC3)ccc2O1 | 3.5 | .
Cc1noc(C)c1NC(=O)N(C)C[C@@H]1Oc2c(NS(=O)(=O)c3cccs3)cccc2C(=O)N([C@@H](C)CO)C[C@@H]1C | 2.3 | .
COc1ccc(NC(=O)N(C)C[C@H]2Oc3cc(-c4ccc(C)cc4)ccc3S(=O)(=O)N([C@H](C)CO)C[C@@H]2C)cc1 | -1.9 | -5
CO[C@@]1(c2ccc3c(c2)OCO3)OC[C@@H]2[C@@H](c3ccc4c(c3)OCO4)OC[C@@]21O | 0.2 | .
CC(C)(C)OC(=O)Nc1cccc(/C=N/NC(=O)CCCCC(=O)NO)c1 | . | 12
COc1ccccc1-c1cnc2c(c1)C(=O)N([C@@H](C)CO)C[C@H](C)[C@@H](CN(C)C(C)=O)O2 | -1.0 | 1

Record cards, as listed above.
CO[C@@H]1CN(C)C(=O)c2cc(NS(=O)(=O)CC(F)(F)F)ccc2OC[C@H](C)N(Cc2nccs2)C[C@H]1C in the list: IDH1 R132H inh = -0.1; EZH2 inh = 4
CC(C)(C)OC(=O)Nc1cccc(/C=N/NC(=O)CCCCC(=O)NO)c1 in the list: IDH1 R132H inh = .; EZH2 inh = 12

Carrying on:
SMILES | IDH1 R132H inh | EZH2 inh
COc1ccc(NC(=O)N(C)C[C@H]2OCCCC[C@H](C)Oc3ccc(NC(=O)Nc4ccc(F)cc4)cc3C(=O)N([C@H](C)CO)C[C@@H]2C)cc1 | 0.4 | .
CCn1c(SCC(=O)Nc2ccc3c(c2)OCCO3)nnc1-c1cccs1 | -0.3 | 6
COc1cccc(-c2cnc3c(c2)C(=O)N([C@@H](C)CO)C[C@@H](C)[C@H](CN(C)C(=O)CC2CC2)O3)c1 | -18 | -15
CCCN(C)C[C@H]1OCCCC[C@H](C)Oc2ccc(NC(=O)Nc3ccc4c(c3)OCO4)cc2C(=O)N([C@@H](C)CO)C[C@@H]1C | . | -20
COc1ccc(S(=O)(=O)Nc2ccc3c(c2)C(=O)N([C@@H](C)CO)C[C@H](C)[C@@H](CN(C)C(=O)Nc2c(C)noc2C)OCCCC[C@H](C)O3)cc1 | -0.5 | .
CCCNC(C)(C)COC(=O)c1ccccc1 | 1.3 | 9
CCN(CC)CCNC(=O)c1ccc(NC(C)=O)cc1 | 0.5 | .
C[C@H]1CN([C@@H](C)CO)C(=O)c2cc(NS(=O)(=O)c3ccccc3)ccc2O[C@@H]1CN(C)CC1CC1 | 2.2 | 10
C[C@H]1CN([C@@H](C)CO)C(=O)c2cc(C#CC3CC3)cnc2O[C@H]1CN(C)C | -0.6 | -9
CN(C)Cc1cn(CC[C@@H]2CC[C@@H](NC(=O)Nc3ccc4c(c3)OCO4)[C@H](CO)O2)nn1 | -0.2 | -3

In the list so far, 4 have bromine.
SMILES | IDH1 R132H inh | EZH2 inh
C[C@@H]1CN([C@@H](C)CO)S(=O)(=O)c2ccc(Br)cc2O[C@H]1CN(C)C(=O)Nc1ccc(C(F)(F)F)cc1 | . | -15
Cc1ccc(OCC(=O)NCCN2CCOCC2)c(Br)c1 | -0.5 | -22
O=C(NCc1ccccn1)c1cc2cc(Br)ccc2oc1=O | -0.3 | .
CCC(Sc1nc2ccccc2s1)C(=O)Nc1ccc(Br)cc1 (stereo not given) | 0.0 | 30

(further entries)
SMILES | IDH1 R132H inh | EZH2 inh
Cc1noc(C)c1S(=O)(=O)N(C)C[C@@H]1Oc2ccc(NC(=O)CCCCCC(=O)Nc3ccccc3N)cc2CC(=O)N([C@@H](C)CO)C[C@@H]1C | . | -43
C[C@@H]1CN([C@@H](C)CO)C(=O)Cc2cc(NC(=O)Cc3ccccc3)ccc2O[C@H]1CN(C)Cc1ccc(C(=O)O)cc1 | 4.5 | 8
CCC(=O)N[C@H]1CC[C@H](CC(=O)NCc2ccccc2F)O[C@H]1CO | 0.2 | -1
CCc1ccccc1NC(=O)c1ccccc1S(=O)(=O)c1ccccc1[N+](=O)[O-] | -0.3 | -3
CSc1ncc(Cl)c(C(=O)Nc2nnc(SC)s2)n1 | -0.4 | -2
Cc1noc(C)c1S(=O)(=O)Nc1ccc2c(c1)CC(=O)N([C@H](C)CO)C[C@@H](C)[C@@H](CN(C)C(=O)NC(C)C)O2 | 0.2 | .
Cc1cc(C)c(NC(=O)CSc2nnc(-c3ccccc3Cl)n2C)c(C)c1 | 0.5 | -3
C[C@@H]1CN([C@@H](C)CO)C(=O)Cc2cc(NS(=O)(=O)c3ccc(F)cc3)ccc2O[C@H]1CN(C)C | -0.1 | -2
Cc1noc(C)c1NC(=O)N[C@@H]1CC[C@H](CCNC(=O)C2CCOCC2)O[C@@H]1CO | 0.1 | 3
CN(C)C(=O)C[C@H]1C[C@@H]2c3cc(NC(=O)c4cccnc4)ccc3O[C@@H]2[C@@H](CO)O1 | 0.8 | -3
C[C@H]1CN([C@@H](C)CO)C(=O)Cc2cc(NS(=O)(=O)c3ccc(Cl)cc3)ccc2O[C@@H]1CN(C)C | -0.3 | .
O=C(Nc1cccc(Cl)c1)N[C@H]1CC[C@H](CCNC(=O)C2CC2)O[C@@H]1CO | 0.2 | -10

Assay outcomes as filed in PubChem.
